Pf Dd2 inh: inhibitors of Plasmodium falciparum Dd2 growth; hit rate 4.3% among 120,000; AID 1347417; Potency, µM (series often up to 28.9 µM), for inactives: at the highest dose activity, negative = inhibition, actives largely listed as inhibitors; P. falciparum Dd2 growth, SYBR Green, 72 h; active = well fitted inhibition curve with a large enough effect; inconclusive = small, poorly fitted or top-dose-only effect; inactive = no such curve, though single readings can be large or run the other way;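 also: plate controls were DMSO vehicle for no effect and reference drug for full effect; nearly all actives have a fitted effect of over 65% in size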
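Infected erythrocytes (Dd2, 0.3% parasitemia, 2.5% hematocrit final) are added to compound in RPMI-1640/Albumax II medium, grown 72 h at 37C in low oxygen, then lysed with saponin/Triton-X containing SYBR Green and read by fluorescence.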
* = called active by the depositor; i = inactive; ? = inconclusive; [ ] = dose if it differs, or a comment. Potency is read from the fitted curve at half-maximal effect. The list is partial (hit frequency here may not be typical).

mol	Pf Dd2 inh
COc1cc([C@@H]2C[C@H](NC(C)=O)C[C@H](Cc3ccccc3)O2)cc(OC)c1O	-30%
O=C(NCCOc1cccc2cccnc12)C1CCCN(C2CCCC2)C1 (stereo not drawn)	?
Cn1cc([C@@H](NC(=O)CCc2ccc3c(c2)OCO3)C2CC(O)C2)cn1 (stereo partly drawn)	-13%
Cc1ccc(C)c(NC(=O)c2cc3c(N4CCSCC4)nc(C)cn3n2)c1	-15%
NC(=O)c1ccc(OC2CCN(Cc3ccccn3)C2)nc1 (stereo not drawn)	i
O=C(NCCC1CCN(C(=O)Nc2ccc(F)cc2F)CC1)c1ccsc1	-4%
COc1ccc(NC(=O)CC(C)n2nc(C)cc2C)cc1Cl (stereo not drawn)	129%[activator][5.79 µM]
COc1cc(NC(=O)CN2C(=O)CN(C)C(=O)c3ccccc32)cc(OC)c1OC	i
COc1cc(SC)ccc1C(=O)N[C@@H]1C=C(C(=O)N[C@H](C)C(N)=O)C[C@@H](O)[C@@H]1O	6%[44.1 µM]
O=C(CN1C(=O)COc2ccc(S(=O)(=O)N3CCCCCC3)cc21)N1CCN(c2ccc(F)cc2)CC1	?
NCCC(=O)N1CCCC2(Cc3ccccc3CN2C(=O)c2cccc(Cl)c2)C1 (stereo not drawn)	?
CN(CC(=O)Nc1cccc(C(F)(F)F)c1)S(=O)(=O)c1ccc2[nH]c3c(c2c1)CCCC3	-11%
CCN(Cc1ccccc1)C(=O)c1cc2c(=O)oc3ccc(C)cc3c2s1	41%[activator]
CSCC[C@@H]1NC(=O)c2cc(NC(=O)CCc3ccc4c(c3)CCO4)ccc2NC1=O	-15%
COCCNC(=O)C1CCCN(Cc2ccncc2)CCC(=O)NCC1 (stereo not drawn)	21%
CCOc1ccccc1NCc1nnc2n1CCCCC2	20%
CCn1cc(CN2CCN(C(=O)Cc3c(C)noc3C)CC2)ccc1=O	35%[activator]
COc1ccc(NC(=O)Cn2c(=O)n(-c3cccc(C)c3)c(=O)c3c2cc(C)n3C)cc1OC	i
CC(C)c1ccc(-c2nc(C3CC(=O)N(c4ccc(Cl)cc4)C3)no2)cc1 (stereo not drawn)	38%[activator]
COC(=O)CNC(=O)c1cc(C(C)(C)C)nc2c1cnn2C	96%[activator]
CCc1ccc(C(=O)c2cn(CC(=O)Nc3ccc4c(c3)OCCO4)c3ccc(C)cc3c2=O)cc1	-16%
O=C(c1ccncc1)N1CCc2nc3cc(-c4ccccc4Cl)[nH]n3c(=O)c2C1	3%[5.79 µM]
COCC(=O)N1CCN(C(=O)c2cccnc2)C[C@@H]1C(=O)N[C@@H](Cc1ccc(OC)cc1)C(=O)OC	-3%
CCC(CC)C(=O)NC[C@H]1O[C@@H](CC(=O)N2CCN(c3ccccc3OC)CC2)[C@H](O)[C@@H]1O	-2%
Cc1nn(C(=O)COc2ccccc2Br)c(C)c1Sc1ccccc1	i
Fc1ccccc1-c1noc(-c2nc(-c3cnccn3)no2)n1	i
O=C1CCN(S(=O)(=O)c2cccs2)CCCC(CO)CCN1 (stereo not drawn)	?
O=C(c1cccc(F)c1)N1CCOc2ccc(CN3CCc4ccccc4C3)cc2C1	7.9µM*
CCCn1c2ccccc2c2cnn(CC(=O)NC(CCSC)C(=O)OC)c(=O)c21 (stereo not drawn)	i
Cc1noc(C)c1S(=O)(=O)N1CCC(C(=O)N2CCN(c3cccc(C(F)(F)F)c3)CC2)CC1	?
O=C1NC(=NC2CCCCC2)C2(CCCN(S(=O)(=O)c3cccs3)C2)N1c1cc(F)cc(F)c1 (stereo not drawn)	-27%
COC[C@@H]1CN(C(=O)Cn2cccn2)C[C@H]1c1ccncc1	i
CCCCN(CC)C(=O)CN1C(=O)NC(c2ccccc2)C2=C1COC2=O (stereo not drawn)	-6%
CCOc1ccc(S(=O)(=O)N(CC(=O)NCCc2ccc(OC)cc2)c2ccccc2)cc1	10%
CC(=O)N1Cc2ccccc2OC2(CCN(C(=O)c3ccnc(N)c3)CC2)C1	12%
Cn1c(CCC(=O)N2CCOCC2)nc2cc(S(=O)(=O)N3CCCC3)ccc21	-10%
O=C(c1ccc(C(F)(F)F)cc1)N1CCn2c(nn(-c3ccncc3)c2=O)C1	9%
O=C(Nc1ccccc1)c1cnc2n1CCN(Cc1ccc3c(c1)CCO3)CC2	?
Cc1noc(C)c1CC(=O)N1CCCC(Cc2noc(-c3cccnc3)n2)C1 (stereo not drawn)	27%
COc1ccc(CCNC(=O)c2cc3n(n2)CC(c2ccc4c(c2)OCO4)OC3)cc1OC (stereo not drawn)	-17%
CCC1CN(C(=O)N2CCC(C(=O)N3CCN(c4cc(C)ccc4C)CC3)CC2)c2ccccc2O1 (stereo not drawn)	?
Cc1nnc(-c2cc(-c3ccccc3)ccn2)n1CCc1ccccc1	i
Cc1ccnc(N2CC[C@@H]3[C@@H](CCC(=O)N3CCc3ccccn3)C2)n1	-16%
CCC(C)(C)C(=O)N1C[C@@H](CO)[C@H](c2nc(-c3ccncc3)no2)C1	i
O=C(C1CCCC1)N1CCN(c2nnc3c(Cl)cccn23)CC1	?
Cc1cccc(NC(=O)c2ccc(-n3c(C)nnc3C)cc2)c1	?
Cc1cccc(N2CCN(c3ccc4cc(S(=O)(=O)N5CCC(C)CC5)ccc4n3)CC2C)c1 (stereo not drawn)	41%[activator]
Cc1cc(C(F)(F)F)nn1CC(=O)NCC(=O)N1CCCCCCNC(=O)CC1c1ccccc1 (stereo not drawn)	-26%
CCOC(=O)C1=C(CN2CCC(C(=O)OCC)CC2)NC(=O)NC1c1ccc(Cl)cc1 (stereo not drawn)	-29%
COC(=O)c1c(NC(=O)/C(C#N)=C/c2ccc(OC)cc2)sc2c1CCC2	?

Next results.
mol	Pf Dd2 inh
COc1ccc(-c2nnc(SCC(=O)N3CCCCC3)o2)cc1	-22%
COc1ccc(C)cc1NC(=O)Nc1nnc(N2CCCCC2)s1	-9%
Cn1cccc1CN1CCC(N2CCC[S+]2(=O)[O-])CC1	-9%[44.1 µM]
COc1ccccc1Oc1ncccc1CNC1CCCC1	?
COCCNC(=O)[C@H]1C[C@H](Oc2ccccc2)CN1Cc1ccc(C)o1	?
CCc1ccc(-n2c(N3CCN(c4cccc(Cl)c4)CC3)nc3ccccc3c2=O)cc1	?
CCOC(=O)C1(Cc2cccc(Cl)c2)CCCN(Cc2cnn(C)c2)C1 (stereo not drawn)	i
O=C1Nc2ccccc2CN(CC2CC2)C12CCNC2 (stereo not drawn)	?
O=C(O)C1CCCN(c2cn[nH]c(=O)c2)C1 (stereo not drawn)	-7%
COc1ccc(NC(=O)C2CCCN(S(=O)(=O)c3ccc(F)cc3)C2)cc1 (stereo not drawn)	-5%
Cc1cccc(OCC(=O)N2[C@H]3CC[C@@H]2c2cnc(C)nc2C3)c1	-20%
OC[C@@H]1CN(Cc2ccoc2)C[C@H]1c1nc(-c2ccncc2)no1	-17%
CC(C)c1ccc(NS(=O)(=O)c2ccc3[nH]cc(C(=O)NCC4CCCO4)c(=O)c3c2)cc1 (stereo not drawn)	i
COc1cc(OC)cc(-n2c(=O)[nH]c3cc(C(=O)NCCc4ccc(C)cc4)ccc3c2=O)c1	i
O=C1N(c2ccccn2)C[C@H]2CN(Cc3ccc(F)cc3)CCN12	-8%[44.1 µM]
OC1(c2csc(CN3CCN(c4ccccn4)CC3)n2)CCN(CC2CCCCC2)CC1	-8%
COCCCNC(=O)CCC[C@@H]1[C@H]2CCCN3CCC[C@@H](CN1C(=O)c1ccccc1)[C@@H]23	i
Cc1cccc(Cn2nc3n(c2=O)CCCCC3)c1	-2%
Cc1ncoc1C(=O)NCc1cccnc1N(C)Cc1ccccc1	-8%
COc1cccc(C(O)c2nc(C(=O)Nc3ccc4c(c3)NC(=O)CO4)c(C)o2)c1 (stereo not drawn)	i
COc1cc2c(cc1OC)C(CNC(=O)c1cccc(Cl)c1)N(C(=O)Nc1ccccc1)CC2 (stereo not drawn)	i
COc1cc(NC(=O)CCNC(=O)Cn2ccc3ccccc3c2=O)cc(OC)c1OC	25%
Cc1nonc1OCCNC(=O)c1ccc2nc(Cc3ccccc3F)oc2c1	-11%
Cc1ccsc1C(=O)N1CCC(Oc2ncccc2C(=O)N2CCCCC2)C1 (stereo not drawn)	-12%
CCOC(=O)c1c(C)n(-c2ccccc2)c2ccc(OC(=O)c3ccccc3NC(=O)C(C)(C)C)cc12	i

Five records drawn at random from the list so far, as already listed:
mol	Pf Dd2 inh
COCCCNC(=O)CCC[C@@H]1[C@H]2CCCN3CCC[C@@H](CN1C(=O)c1ccccc1)[C@@H]23	i
Cc1ccsc1C(=O)N1CCC(Oc2ncccc2C(=O)N2CCCCC2)C1 (stereo not drawn)	-12%
Cn1cccc1CN1CCC(N2CCC[S+]2(=O)[O-])CC1	-9%[44.1 µM]
COc1cc2c(cc1OC)C(CNC(=O)c1cccc(Cl)c1)N(C(=O)Nc1ccccc1)CC2 (stereo not drawn)	i
OC1(c2csc(CN3CCN(c4ccccn4)CC3)n2)CCN(CC2CCCCC2)CC1	-8%

Reformatted as labelled records: part of the list above
> COc1cc(OC)cc(-n2c(=O)[nH]c3cc(C(=O)NCCc4ccc(C)cc4)ccc3c2=O)c1
  Pf Dd2 inh: i
> O=C1N(c2ccccn2)C[C@H]2CN(Cc3ccc(F)cc3)CCN12
  Pf Dd2 inh: -8%[44.1 µM]
> OC1(c2csc(CN3CCN(c4ccccn4)CC3)n2)CCN(CC2CCCCC2)CC1
  Pf Dd2 inh: -8%
> COCCCNC(=O)CCC[C@@H]1[C@H]2CCCN3CCC[C@@H](CN1C(=O)c1ccccc1)[C@@H]23
  Pf Dd2 inh: i

Further compounds.
mol	Pf Dd2 inh
CC(C)CCN(CCC(=O)NCCc1ccccc1)C(=O)c1ccoc1	-5%
COc1cccc(C(=O)N2CCCCC23Cc2ccccc2NC3=O)c1 (stereo not drawn)	-23%[44.1 µM]
COc1ccc(C(=O)Nc2ccc3oc(-c4cccnc4)nc3c2)cc1OC	-12%
COc1ccccc1S(=O)(=O)Nc1c(C)nn(CC(=O)O)c1C	-4%
CC(C)c1cnc2c(c1SCC(=O)c1ccccc1)c(=O)n(C)c(=O)n2C	-4%
CC1(c2ccccc2)N(Cc2ccccc2C#N)C(=O)OC12CCN(CCc1ccccc1)CC2 (stereo not drawn)	-17%
c1cc(-c2ccnc3nc(C4CCCCC4)nn23)ccn1	-16%
O=C(Cn1nc2n(c1=O)CCCCC2)Nc1ccccc1	12%
Cn1nnnc1SCCCNCc1cc(Cl)ccc1OCc1ccc(F)cc1	?
Cc1ccc(-c2cn3c(n2)N(C(=O)c2sc(C)nc2C)CCC3)cc1	?
O=C([C@@H]1C[C@H](Oc2ccccc2)CN1S(=O)(=O)c1cccnc1)N1CCCC1	-3%
Cc1cccn2c(=O)c3cc(C(=O)NC(C)c4ccccc4)c(=N)n(CCCO)c3nc12 (stereo not drawn)	?
COCC(=O)N[C@H]1C[C@@H](CO)N(Cc2ccccn2)C1	59%[activator]
O=C1CCC2(CCN(c3nc4ccccc4s3)CC2)CN1Cc1cccnc1	-23%
CCOC(=O)c1c(NC(=O)C(C)Sc2cn(CCNC(=O)c3ccccc3OC)c3ccccc23)sc2c1CCC2 (stereo not drawn)	?
CN(C)[C@@H]1CN(C(=O)Cc2ccc(Cl)cc2)C[C@H]1CO	-12%
COCC1(c2nc(C3CCOCC3)nn2-c2ccccc2)CCC1	-8%
CCS(=O)(=O)N1CCc2cc(C(=O)Nc3cc(C(F)(F)F)ccc3Cl)ccc21	i
COC(=O)[C@@H]1Cc2c([nH]c3ccccc23)[C@H]2C[C@@H](NCCN3CCOCC3)C[C@@H](c3ccccc3F)N21	-10%
Cc1ncc2c(n1)C[C@@H]1CC[C@H]2N1S(=O)(=O)c1ccccc1	-1%
O=C(Nc1ccccc1)N[C@H]1C[C@H]2C(=O)NC[C@@H](CCC(=O)N3CCCCC3)N2C1	i
O=C(Nc1ccc(Cl)cc1)N1Cc2[nH]cnc2C[C@H]1c1nc(-c2ccc(F)c(Cl)c2)no1	i
COc1ccc(C(c2c(O)c3ccccc3oc2=O)c2c(C)n(C)n(-c3ccccc3)c2=O)cc1 (stereo not drawn)	1%[5.79 µM]
CCN1c2cc(C(=O)Nc3ccc(OC)cc3)ccc2C(=O)N2CCCC21 (stereo not drawn)	-14%
CNc1nccc(N2CCC(CC(=O)NCCCOC(C)C)CC2)n1	i
Cc1ccc(NC(=O)C2CCCN(S(=O)(=O)c3ccc4c(c3)oc(=O)n4C)C2)cc1Cl (stereo not drawn)	?
Cc1noc(C)c1-c1cc2cc(CN(C)C)oc2c(NCc2cccnc2)n1	?
CN1CCN(c2nc3c(c(=O)[nH]2)CCN(Cc2cccn2C)CC3)CC1	55%[activator][5.79 µM]
CC(C)c1ccc(NC(=O)CCn2c(=O)c3cccn3c3ccccc32)cc1	?
CNC(=O)[C@@H]1CN(C(=O)c2cnc(C)cn2)C[C@H]1c1n[nH]c(C)n1	9%
CN(Cc1ccc(-n2cccn2)cc1)C(=O)c1ccccc1C1CCNC1 (stereo not drawn)	-14%
CC(=O)N1CC2(CCN(Cc3nnc(-c4ccco4)o3)CC2)CC1C(=O)O (stereo not drawn)	-7%
Cc1oc2ncnc(N3CCOCC3)c2c1C(=O)N1CCN(c2cccc(C(F)(F)F)c2)CC1	-19%
CC(C)N1CCN(C(=O)CCC[C@@H]2[C@H]3CCCN4CCC[C@@H](CN2Cc2ccccc2)[C@@H]34)CC1	4µM*

Screening results (PubChem)
